FLuc act counter – affects firefly luciferase, flagging false hits in luciferase stimulation screens; 200,000 tested, under 10 active; AID 1027; ATPlite luciferase biochemical, luminescence, 10 min; 0 = ATP-free wells, 1 = DMSO control; activation factor at 10 µM;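 active = luciferase activation factor, scaled between plate controls, of at least 2 with compound at 10 µM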
Target sequence (P08659 whole entry, looked up): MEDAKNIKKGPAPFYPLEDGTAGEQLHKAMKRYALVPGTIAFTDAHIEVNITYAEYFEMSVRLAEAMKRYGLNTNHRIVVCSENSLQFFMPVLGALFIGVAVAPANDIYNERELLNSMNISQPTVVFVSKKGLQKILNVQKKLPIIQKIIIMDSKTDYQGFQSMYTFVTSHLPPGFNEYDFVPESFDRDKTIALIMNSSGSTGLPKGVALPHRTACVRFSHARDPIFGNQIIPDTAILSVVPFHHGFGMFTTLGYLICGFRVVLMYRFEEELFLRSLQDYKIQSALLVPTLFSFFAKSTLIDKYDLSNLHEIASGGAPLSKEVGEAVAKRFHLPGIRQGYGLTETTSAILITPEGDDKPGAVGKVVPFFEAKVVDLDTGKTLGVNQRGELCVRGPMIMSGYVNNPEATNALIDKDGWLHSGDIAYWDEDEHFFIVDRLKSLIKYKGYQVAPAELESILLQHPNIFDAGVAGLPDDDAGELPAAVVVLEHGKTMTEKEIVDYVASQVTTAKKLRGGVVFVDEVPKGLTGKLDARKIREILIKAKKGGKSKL
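System: cell-free luciferase reagent; medium: PBS as buffer for the ATP substrate; doses: test compounds dosed from 2 mM stocks in 100% DMSO; incubation: 10 min, room temperature; measured by: luminescence from luciferase reaction; read-out: luciferase activation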
bIAP inh – intestinal alkaline phosphatase (bovine) inhibition. purified bovine IAP, CDP-star luminescence, 30 min. inhibition, % at 20 µM. 190,000 tested, under 10 active;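 active = over 50% inhibition of intestinal alkaline phosphatase at 20 µM in the single-dose screen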
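Assay system: bovine IAP enzyme; medium: DEA buffer 100 mM, pH 9.8, with MgCl2 1.0 mM, ZnCl2 0.02 mM; doses: 20 µM single dose; incubation: enzyme reaction for 30 min at room temperature; detection: CDP-star luminescence signal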
RAM inhibit – inhibitors of the yeast RAM network; S. cerevisiae dse1pr::URA3 reporter, 5-FOA growth OD615, 2 d; analog-sensitive cbk1-as2 kinase mutant strain; inhibition, % at 50 µM; actives 1.8% (n = 190,000);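 active = inhibition above a set limit, 3 SD over mean compound inhibition, cut at about 8.4% in these data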;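 note: 0% = DMSO-only wells with no growth and 100% = 10 µM 1-NA-PP1 full growth; inhibition rescues growth on 5-FOA so higher OD means more RAM inhibition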
bIAP activator – increases bovine intestinal alkaline phosphatase activity. purified bovine IAP, CDP-star luminescence, 30 min; hits give high values; fold of DMSO-control signal, blank-subtracted. activation factor at 20 µM. actives 0.17% (n = 200,000);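 active = activation factor of 2 or more at 20 µM, a signal rise over negative controls twice the positive control's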
TNAP inh hiacc – blocks human TNAP under high phosphate acceptor concentration; purified TNAP, CDP-star luminescence, 1 M DEA; P05186; actives 0.03% (n = 200,000); AID 1135; inhibition, % at 20 µM;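 active = over 50% inhibition of tissue-nonspecific alkaline phosphatase at 20 µM in the single-dose screen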;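 note: plate controls were DMSO wells for no effect and EDTA-quenched wells as full inhibition for full effect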
Target sequence (P05186 whole entry, looked up): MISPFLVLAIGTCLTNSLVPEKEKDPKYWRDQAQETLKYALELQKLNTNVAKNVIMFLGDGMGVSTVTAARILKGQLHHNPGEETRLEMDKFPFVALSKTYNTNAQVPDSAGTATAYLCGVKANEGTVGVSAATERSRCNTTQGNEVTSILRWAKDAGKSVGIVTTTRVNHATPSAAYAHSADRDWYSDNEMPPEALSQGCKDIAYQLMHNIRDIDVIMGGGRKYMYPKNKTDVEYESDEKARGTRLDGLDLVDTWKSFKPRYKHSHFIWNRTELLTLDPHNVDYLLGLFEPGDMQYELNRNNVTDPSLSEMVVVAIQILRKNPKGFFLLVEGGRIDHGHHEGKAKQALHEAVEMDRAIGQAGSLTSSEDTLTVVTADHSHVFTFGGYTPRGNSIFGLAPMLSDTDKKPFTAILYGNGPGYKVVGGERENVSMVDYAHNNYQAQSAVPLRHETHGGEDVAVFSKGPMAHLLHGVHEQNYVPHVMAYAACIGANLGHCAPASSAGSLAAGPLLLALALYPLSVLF
L major viab – Leishmania major promastigote growth inhibition. AID 1063. Leishmania major promastigotes, resazurin fluorescence viability. inhibition, % at 10 µM. actives 9% (n = 200,000); in the data active = inhibition above about 50%;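 note: promastigotes grown with compound for 44 hours at 28 °C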
TNAP act hiacc – TNAP (human) activation, high acceptor. purified TNAP, CDP-star luminescence, 1 M DEA, 30 min; hits give high values; 0 = EDTA background, 1 = DMSO-only activity. activation factor at 20 µM. 200,000 tested, under 10 active;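 active = activation factor at least 2 at 20 µM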
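Test system – human TNAP · Doses – 20 µM single point · Incubation – 30 min, room temperature · Signal – luminescent substrate turnover signal · Read-out basis – activation factor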
APP 5UTR inh – APP translation inhibition | SH-SY5Y APP 5'UTR-luciferase reporter, luminescence | inhibition, % at 2 µM | actives 0.82% (n = 190,000) | AID 1285;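 active = inhibition above a set limit, derived from the sample mean plus 3 SD, cut at about 45% in these data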; note: values of inactives mirror those of a sister screen read the other way
FLuc inh counter – Photinus pyralis luciferase inhibition counter-screen; P08659; ATPLite firefly luciferase biochemical luminescence, 10 min; inhibition, % at 10 µM; actives 1.5% (n = 200,000); AID 1006;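 active = inhibition above about 50% when tested at 10 µM, limit read from the data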
TNAP inh noacc – TNAP (human) inhibition, acceptor-free conditions | inhibition, % at 20 µM | AID 1012 | P05186 | purified TNAP, CDP-star luminescence, 30 min | actives 0.26% (n = 200,000);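 active = tissue-nonspecific alkaline phosphatase inhibition above about 50% at 20 µM in the single-dose screen, limit read from the data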;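 note: 0% = DMSO negative control and 100% = EDTA positive control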
The depositor's hits bear a star; . = no result given.

SMILES	FLuc act counter	bIAP inh	RAM inhibit	bIAP activator	TNAP inh hiacc	L major viab	TNAP act hiacc	APP 5UTR inh	FLuc inh counter	TNAP inh noacc
O=C1CN(S(=O)(=O)c2ccccc2)CCN1S(=O)(=O)c1ccccc1	1.1	5	1.8	1	-7	-5	1.1	3	-11	-2
O=C(Cn1cc(C(F)(F)F)ccc1=O)N/N=C/c1ccc(Cl)cc1	1.1	1	1.5	1	-3	30	1	-19	-8	8
COC(=O)c1cccc(NC(=O)CSc2nc(C)cc(=O)[nH]2)c1	0.9	2	2.6	1	3	-8	1	-13	6	7
CCOC(=O)N1CCC(NC(=O)C2CCCN(S(C)(=O)=O)C2)CC1 (stereo not given)	1.1	9	0.9	0.9	-5	-3	1.1	6	-10	-9
CCC(C(=O)Nc1nc(C)cs1)c1ccccc1 (stereo not given)	1.1	8	1.6	0.9	-5	4	1.1	-16	-6	-12
CC(=O)Nc1ccc(C(=O)OCC(=O)NC2CCCCCCC2)cc1	1	14	-0.9	0.9	-1	-6	1	15	0	-11
Cc1c(-c2ccccc2)[n+](=O)c(-c2ccc(Cl)cc2)c(C)n1[O-]	1.1	9	2.5	0.9	-5	8	1.1	-10	-8	-4
Cc1ccc(S(=O)(=O)Nc2cccc(Cl)c2)cc1NC(=O)c1cccnc1	1.1	9	0.2	0.9	-1	8	1	0	-5	4
O=C(Cc1ccc2c(c1)CCCC2)Nc1ccccc1Br	1.1	10	2.0	0.9	-4	-2	1	5	-9	-7
CCSC1=NCCN1C(=O)c1ccc(S(=O)(=O)N(C)C)cc1	1.1	-6	4.9	1.1	-2	-2	1	-12	-7	11
C/C(=N\O)c1ccc(N2C(=O)C3CC=C(Cl)CC3C2=O)cc1 (stereo not given)	1	1	-1.0	1	2	44	1	-144	-2	-4
O=C(COC(=O)C1(c2ccccc2F)CCCC1)N1CCOCC1	1	-4	0.0	1	-1	-4	1	-7	3	-5
Cc1cc(Cl)c(S(=O)(=O)NC2CCCCC2)cc1OCC(=O)Nc1nncs1	1	-7	-0.3	1.1	0	-1	1	-5	0	-10
COc1ccc(CNC(=O)C(OC(=O)c2ccco2)c2ccc(OC)cc2)cc1 (stereo not given)	1	4	4.0	1	1	15	1	21	-4	0
N#Cc1c(N)nc2c(c1-c1ccc3c(c1)OCO3)CCCCCC2	1.1	8	3.1	0.9	-4	15	1	15	-6	-12
CC(=O)c1c(C(C)=O)c(C)n(NC(=O)c2ccccc2O)c1C	1	1	0.7	1	-10	-6	1.1	5	-5	-13
Clc1ccccc1CSC1=NCCN1	1	-4	0.2	1	6	27	0.9	3	-4	-2
Cc1oc2cc(O)ccc2c(=O)c1-c1ccccc1	1	-2	1.9	1	-6	8	1.1	-22	0	-13
O=C(N/N=C/c1ccccn1)c1cc(-c2ccc3ccccc3c2)n[nH]1	0.9	18	2.9	0.8	-3	84*	1	-5	6	-86
COc1ccc(CN(CCC(c2ccccc2)C2CCOC(C)(C)C2)C(C)=O)cc1 (stereo not given)	1	9	1.3	0.9	-6	83*	1.1	14	1	-5
O=C(Cc1c[nH]c2ccccc12)Nc1nccs1	1.1	7	1.6	0.9	-6	0	1.1	-22	-5	-8
Cc1ccc(CCN2CC(C(=O)NC3CCCC3)CC2=O)cc1 (stereo not given)	1.1	1	-0.1	1	-2	-7	1	7	-6	-9
Cc1cc(/C=N/NC(=O)C(O)(c2ccccc2)c2ccccc2)c(C)n1-c1ccccc1	1	24	2.3	0.8	-1	-3	1	-6	-1	-21
O=C(CN1CCOCC1)NN=C(c1ccccc1)c1ccccc1	1	-19	-1.0	1.2	-6	-1	1.1	10	-5	-4
Cc1ccc(C)n1Cc1ccc(C(=O)O)cc1	1.1	3	2.1	1	-6	-11	1.1	-13	-10	-3
CCOC(=O)c1ccc(N2C(=O)CC(N3CCC(O)(c4ccc(Br)cc4)CC3)C2=O)cc1 (stereo not given)	1	2	2.3	1	-7	-4	1.1	2	0	-9
CCCCn1c2c(c3ccccc31)CCc1nonc1-2	1.1	40	.	0.6	-6	-8	1.1	-2	-7	0
CCOC(=O)CNC(=O)CSc1ccc2nnc(-c3ccc(F)cc3)n2n1	1	1	1.0	1	0	-1	1	-6	-2	0
Cc1c(NC(=O)c2ccc(CN3CCc4ccccc4C3)cc2)c(=O)n(-c2ccccc2)n1C	1.1	3	0.1	1	0	0	1	-14	-8	-1
FC(F)Oc1ccc(NC(=S)NCCc2ccccn2)cc1	1	44	1.4	0.6	-6	0	1.1	1	-4	-8
O=C(Nn1c(-c2ccccc2)nc2ccccc2c1=O)c1ccc([N+](=O)[O-])cc1	1	0	2.5	1	3	-4	1	24	-2	-8
COC(=O)c1ccccc1NC(=O)c1noc2c1CC(C(C)(C)C)CC2 (stereo not given)	1.1	12	0.5	0.9	-4	11	1	4	-6	-11
O=C(OCc1ccc(F)cc1Cl)c1ccccn1	1	6	0.5	0.9	-1	-7	1	5	4	-9
CCc1c(C)sc(NC(=O)CSc2nc3c(c(C(F)(F)F)n2)CCc2ccccc2-3)c1C#N	1	0	4.5	1	-4	-5	1	5	-3	-13
CCCNC(=O)c1nc(C)n(-c2cc(Cl)cc(Cl)c2)n1	1	-7	0.4	1.1	0	-4	1	-5	0	-7
O=C(O)c1cccc(NC(=O)c2cn(-c3ccccc3)nc2-c2ccncc2)c1	0.9	-28	1.6	1.3	0	2	1	-8	7	-4
O=S(=O)(c1ccc(Cl)s1)N1CCN(c2ncccn2)CC1	1	5	3.1	1	-2	-8	1	3	-4	-7
COc1ccccc1CN(C)CC(=O)NC1CCCc2ccccc21 (stereo not given)	1.1	-5	-0.4	1	-4	14	1	-3	-6	-10
Cc1cccc(N(Cc2cc3ccccc3[nH]c2=O)C(=O)c2ccco2)c1C	1	0	.	1	-4	.	1	.	-3	-9
COc1ccc(C(=O)C2CCCN(C3Cc4ccccc4C3)C2)c(OC)c1 (stereo not given)	1.1	2	0.5	1	-3	94*	1	-14	-6	-8

3 entries from above, sorted by the value under bIAP activator, smallest number first:
| compound | bIAP activator |
| --- | --- |
| CCC(C(=O)Nc1nc(C)cs1)c1ccccc1 (stereo not given) | 0.9 |
| O=C(Nn1c(-c2ccccc2)nc2ccccc2c1=O)c1ccc([N+](=O)[O-])cc1 | 1 |
| O=C(O)c1cccc(NC(=O)c2cn(-c3ccccc3)nc2-c2ccncc2)c1 | 1.3 |

(listing goes on)
SMILES	FLuc act counter	bIAP inh	RAM inhibit	bIAP activator	TNAP inh hiacc	L major viab	TNAP act hiacc	APP 5UTR inh	FLuc inh counter	TNAP inh noacc
CCCCN(C(=O)c1cc2ccccc2o1)c1c(N)n(CC(C)C)c(=O)[nH]c1=O	1.1	31	3.9	0.7	-2	2	1	54*	-9	-7
COc1ccc(-c2cc(C(F)(F)F)nc(SCC(=O)NCc3cnn(C)c3C)n2)cc1OC	1	12	-1.4	0.9	2	2	1	16	0	-10
O=C(CN1CCN(S(=O)(=O)c2ccc(Cl)s2)CC1)NCc1ccc(Cl)cc1	1.1	3	0.7	1	-5	32	1.1	6	-10	-45
COc1ccc(C(=O)NC(=S)Nc2cc3oc4ccccc4c3cc2OC)cc1	1	-37	2.5	1.4	2	42	1	-7	-2	-8
CCOc1ccc(C(C)(C)C)cc1S(=O)(=O)n1nc(C)cc1C	1.1	40	5.3	0.6	3	18	1	0	-5	-3
C/C(N)=C(/C#N)C(=O)CSc1nnc(Cc2ccccc2F)n1N	1	14	1.5	0.9	1	1	1	3	-1	-4
O=C(C[n+]1ccsc1)c1ccccc1	1	14	0.0	0.9	3	-10	1	-1	0	3
CN(C)c1ccnc2sc3c(=O)n(-c4ccccc4)cnc3c12	1	2	0.7	1	1	3	1	1	-4	-6
COc1cccc(CSc2ccc(S(=O)(=O)N3CCOCC3)cc2C(=O)NCC2CCCO2)c1OC (stereo not given)	1.1	-11	1.5	1.1	-3	-1	1	5	-7	6
COc1ccc(C2C(C(=O)c3sc(C)nc3C)=C(O)C(=O)N2CCN2CCOCC2)cc1 (stereo not given)	1	-1	0.1	1	-5	-5	1	-10	-5	-10
CC(=O)C1=C(C)OC(N)=C(C#N)C1c1cc2cc(C)c(C)cc2nc1Cl (stereo not given)	1	2	0.3	1	-2	-4	1	-30	-2	-4
Cc1ccc(N(C)S(=O)(=O)c2cccc(C(=O)Nc3nnc(C4CC4)s3)c2)cc1	1.1	-12	3.7	1.1	-2	-8	1	-6	-6	-13
Cc1nnc(SCC(=O)NNC(=O)c2ccco2)n1-c1ccccc1	1	-58	2.1	1.6	2	-7	1	-8	4	-29
CC(OCC(O)CNCC1COc2ccccc2O1)c1ccc(Cl)cc1 (stereo not given)	1.1	-9	-1.1	1.1	-2	91*	1	-17	-6	-4
CCOC(=O)N1CCN(Cc2ccccn2)CC1	1.1	9	0.8	0.9	-6	-5	1.1	2	-8	-9
CCc1ccc(NC(=O)CSc2nnc(-c3ccccn3)n2C)cc1	1	6	-0.1	0.9	-3	-5	1	6	-4	-6
C/C(N)=C(/C#N)C(=O)CSc1nc2ccccc2c(=O)n1CCCO	1	4	0.8	1	-2	-1	1	3	-2	-20
CCOC(=O)c1[nH]c2ccc(OC)cc2c1NC(=S)N1CCN(c2cccc(C)c2C)CC1	1	-2	2.7	1	0	39	1	-10	1	-2
Cc1ccc(-c2cc(C(=O)N/N=C/c3cccnc3)n[nH]2)o1	1	0	1.5	1	-1	3	1	-5	3	71*
CC1CCCN(CC(=O)N2c3ccccc3Sc3ccccc32)C1 (stereo not given)	1	-12	2.9	1.1	-3	32	1	9	-2	0

Reformatted in markdown: part of the list above
| Molecule | FLuc act counter | bIAP inh | RAM inhibit | bIAP activator | TNAP inh hiacc | L major viab | TNAP act hiacc | APP 5UTR inh | FLuc inh counter | TNAP inh noacc |
| --- | --- | --- | --- | --- | --- | --- | --- | --- | --- | --- |
| CCc1ccc(NC(=O)CSc2nnc(-c3ccccn3)n2C)cc1 | 1 | 6 | -0.1 | 0.9 | -3 | -5 | 1 | 6 | -4 | -6 |
| C/C(N)=C(/C#N)C(=O)CSc1nc2ccccc2c(=O)n1CCCO | 1 | 4 | 0.8 | 1 | -2 | -1 | 1 | 3 | -2 | -20 |

2 compounds picked at random from the list so far:
SMILES	FLuc act counter	bIAP inh	RAM inhibit	bIAP activator	TNAP inh hiacc	L major viab	TNAP act hiacc	APP 5UTR inh	FLuc inh counter	TNAP inh noacc
CCc1c(C)sc(NC(=O)CSc2nc3c(c(C(F)(F)F)n2)CCc2ccccc2-3)c1C#N	1	0	4.5	1	-4	-5	1	5	-3	-13
COC(=O)c1cccc(NC(=O)CSc2nc(C)cc(=O)[nH]2)c1	0.9	2	2.6	1	3	-8	1	-13	6	7

The list continues.
SMILES	FLuc act counter	bIAP inh	RAM inhibit	bIAP activator	TNAP inh hiacc	L major viab	TNAP act hiacc	APP 5UTR inh	FLuc inh counter	TNAP inh noacc
Cc1ccsc1C(=O)Nc1nnc(-c2ccco2)o1	1	17	-1.2	0.8	-3	88*	1	-24	-1	-2
Cc1ccc(NC(=O)CSc2nc(-c3ccco3)cc(C(F)(F)F)n2)cc1C	1.1	13	4.2	0.9	-3	1	1	-14	-6	-9
COc1ccccc1C(=O)N/C(=C/c1ccccc1)C(=O)Nc1ccc(C(=O)O)cc1	1.1	1	1.4	1	8	0	0.9	-15	-9	-7
CCOc1cc(C(=O)NCc2nnc(SCC(=O)OC)n2C)cc(OCC)c1OCC	1	0	0.3	1	-3	-6	1	-13	-3	-20
CCOC(=O)C1=C(C)Nc2ccccc2N=C1NC(=O)CCCN1C(=O)c2ccccc2C1=O	1.1	0	5.8	1	-4	-9	1	-5	-8	6

Source: PubChem
